Source: PubChem (several laboratories)
LEDGF integ inh – blocks HIV-1 LEDGF/p75-dependent DNA integration; TR-FRET IN-LEDGF/p75 DNA integration, Eu/Cy5; inhibition, % at 3.7 µM; actives 0.64% (n = 370,000); AID 743269;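 active means inhibition above the screen-wide mean plus 3 SD, cut at about 13% in these data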;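 further: signal is the Cy5 over europium emission ratio at 671 and 618 nm; 0% = plate median of compound wells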
ABHD4 inh – inhibitors of mouse ABHD4; actives 0.54% (n = 370,000); AID 720543; purified mABHD4, FP-Rh probe fluorescence polarization; Q8VD66; inhibition, % at 8.92 µM;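 active means inhibition exceeding the mean over every tested compound plus 3 SD, cut at about 30% in these data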;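 further: 0% = plate median of compound wells and 100% = S159A mutant with DMSO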
Target sequence (Q8VD66 whole entry, looked up): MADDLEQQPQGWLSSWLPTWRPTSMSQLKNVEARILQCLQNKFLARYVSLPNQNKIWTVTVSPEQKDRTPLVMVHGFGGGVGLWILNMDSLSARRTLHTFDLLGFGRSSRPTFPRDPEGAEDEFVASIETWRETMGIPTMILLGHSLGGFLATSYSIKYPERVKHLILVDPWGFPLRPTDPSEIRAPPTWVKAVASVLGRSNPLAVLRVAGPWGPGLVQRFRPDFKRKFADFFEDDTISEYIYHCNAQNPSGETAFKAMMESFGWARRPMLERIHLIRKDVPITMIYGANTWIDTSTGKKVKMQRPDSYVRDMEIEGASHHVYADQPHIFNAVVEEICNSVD
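Doses – 8.92 µM, single dose · Material – wild-type mouse ABHD4 protein · Replication – single well per compound (singlicate) · Measure – percent inhibition of probe binding, normalized to plate controls · Schedule – 45 min compound pre-incubation plus 60 min probe step, 25 °C · Detection – fluorescence polarization with parallel and perpendicular emission, 525/598 nm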
TDP2 inh – blocks human TDP2 phosphodiesterase activity. O95551. recombinant TDP2, T5PNP hydrolysis, p-nitrophenol absorbance 415 nm. inhibition, % at 12.8 µM. actives 0.34% (n = 370,000). AID 720702;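 active means inhibition above the mean of all tested compounds plus 3 SD, set per campaign, cut at about 25% in these data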;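 further: 0% = DMSO with enzyme and 100% = buffer with substrate but no TDP2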
Target sequence (O95551 whole entry, looked up): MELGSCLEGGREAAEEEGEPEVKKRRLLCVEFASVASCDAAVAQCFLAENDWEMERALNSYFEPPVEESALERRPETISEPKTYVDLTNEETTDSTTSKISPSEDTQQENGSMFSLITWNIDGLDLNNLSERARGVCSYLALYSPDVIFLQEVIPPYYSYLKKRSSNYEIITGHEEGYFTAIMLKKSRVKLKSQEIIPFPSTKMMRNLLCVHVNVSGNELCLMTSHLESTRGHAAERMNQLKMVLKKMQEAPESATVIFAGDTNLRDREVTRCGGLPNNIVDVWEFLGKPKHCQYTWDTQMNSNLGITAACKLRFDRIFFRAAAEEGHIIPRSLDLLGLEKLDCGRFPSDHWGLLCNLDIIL
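System – recombinant human TDP2 · Amount – 120 nM TDP2 per well · Buffer or medium – Mg2+-containing Tris-HCl buffer, pH 7.5 · Reagent – T5PNP substrate, 5 mM · Dosing – 12.8 µM single point, 1% DMSO · Incubation – 2 h at 37 °C · Measured by – epi absorbance · Read-out basis – percent inhibition · Benchmarks – high control without enzyme, low control DMSO plus TDP2 · Repeats – singlicate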
HTRA1 inhibitor – inhibitors of human serine peptidase HTRA1. AID 504803. inhibition, % at 5.96 µM. Q92743. recombinant HTRA1, FP-rhodamine activity-based probe, fluorescence polarization. actives 0.5% (n = 340,000); in the data active means inhibition above about 36%;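 further: 0% = enzyme with DMSO and 100% = wells lacking enzyme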
rCAG RNA binder – binds r(CAG) RNA repeats; r(CAG) RNA repeat, TO-PRO-1 dye displacement fluorescence; inhibition, % at 3 µM; actives 1.3% (n = 370,000); AID 651821;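 active means inhibition above the plate cutoff, the mean of all test compounds on that plate plus 3 SD, cut at about 35% in these data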;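 further: 0% = DMSO alone and 100% = 100 µM mitoxantrone as full dye displacement; higher means more dye released from RNA so lower well fluorescence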
NR1D1 modulator – modulators of human Rev-erb alpha DNA binding; AID 1259318; P20393; activity, % at 10 µM; actives 0.79% (n = 370,000); Rev-erbα–FITC-DNA binding, fluorescence polarization, 90 min;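 active means activity above about 14%, limit read from the data; passing the limit was not always enough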;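 further: 0% = DMSO wells with 35 nM protein and 100% = DMSO wells with 750 nM protein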
SIAE inh – blocks human sialic acid acetylesterase. inhibition, % at 9.66 µM. actives 0.69% (n = 370,000). Q9HAT2. SIAE FP-Rh probe binding, fluorescence polarization;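 active means inhibition above a cutoff: mean of compounds within the control limits plus 3 SD of those, cut at about 17% in these data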;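 further: 0% = plate median of compound wells and 100% = probe without SIAE protein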
PRMT1 inh – inhibitors of human PRMT1 | recombinant PRMT1, activity-based probe fluorescence polarization | inhibition, % at 2.79 µM | Q99873 | actives 1.3% (n = 370,000);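 active means inhibition above about 21% made by adding two undisclosed values, limit read from the data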
Target sequence (Q99873 whole entry, looked up): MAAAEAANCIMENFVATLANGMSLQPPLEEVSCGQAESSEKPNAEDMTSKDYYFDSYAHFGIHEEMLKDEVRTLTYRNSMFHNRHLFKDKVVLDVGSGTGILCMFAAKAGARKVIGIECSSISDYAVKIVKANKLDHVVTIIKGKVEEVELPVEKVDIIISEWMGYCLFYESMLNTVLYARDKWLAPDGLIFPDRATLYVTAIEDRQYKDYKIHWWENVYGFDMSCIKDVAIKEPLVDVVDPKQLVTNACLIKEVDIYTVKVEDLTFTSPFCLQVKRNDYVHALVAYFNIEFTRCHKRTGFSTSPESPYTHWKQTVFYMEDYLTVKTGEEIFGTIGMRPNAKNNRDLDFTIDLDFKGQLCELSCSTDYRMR
TCR CD3 inh – human TCR-CD3 binding inhibition | TAMRA-labeled TCR probe fluorescence, biochemical | inhibition, % at 9.4 µM | actives 0.37% (n = 360,000) | AID 651800; in the data active means inhibition above about 19%;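 further: recombinant mutant TCR 2C K166C tagged with TAMRA read by polarization; 0% = receptor in buffer alone and 100% = receptor with positive control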
PG9 Ab binder – small molecules binding HIV-1 gp120 antibody PG9; TR-FRET gp120-PG9 antibody binding; AID 624416; inhibition, % at 6.7 µM; actives 0.43% (n = 360,000); in the data active means inhibition above about 8.5%
An asterisk follows results filed as active; x = no result given. These rows are one share of the data; rates above refer to the full screens.

SMILES | LEDGF integ inh | ABHD4 inh | TDP2 inh | HTRA1 inhibitor | rCAG RNA binder | NR1D1 modulator | SIAE inh | PRMT1 inh | TCR CD3 inh | PG9 Ab binder
Cc1nnc(SC(C)C(=O)Nc2ccc3ccccc3c2)n1C (configuration not stated) | -1.3 | -6.1 | -12.2 | 8.8 | 1.0 | 0.5 | -8.4 | -1.3 | 4.0 | -3.2
Cc1ccc(S(=O)(=O)Nc2cccc3cccnc23)cc1 | -27.2 | -2.4 | 4.2 | -3.3 | -3.3 | 5.5 | -0.8 | -1.0 | 0.0 | 0.1
CC(C)(C)c1ccc(C(=O)N2CCNCC2)cc1 | 4.5 | -1.4 | -5.5 | 0.1 | 0.0 | 0.5 | 0.5 | -1.5 | -3.9 | -1.5
COCCNC(=O)C12CC3CC(C1)CC(c1ccccc1)(C3)C2 | 6.6 | -7.5 | -6.3 | -7.0 | 0.5 | 3.0 | -7.2 | -2.3 | 8.1 | -0.8
O=C1[C@@H](Oc2ccccc2)[C@@H](c2ccccc2)N1c1cccnc1 | -0.7 | 5.2 | 6.6 | -5.1 | 0.2 | -5.0 | -4.5 | 4.9 | 1.3 | -0.2
CCC(=O)N(Cc1cc(=O)[nH]c2ccccc12)c1ccccc1 | 5.1 | 2.1 | -4.3 | -2.5 | 1.9 | 5.9 | 6.3 | -5.8 | 1.5 | -1.8
O=C(NCc1ccon1)C1CCC(=O)N(CCc2ccc(Cl)cc2)C1 (configuration not stated) | 0.3 | 2.3 | 3.9 | 4.3 | -5.8 | 0.1 | -4.1 | -1.9 | 10.1 | -0.6
COc1cc2c(cc1OC)CN(C(=O)CCNS(=O)(=O)c1ccc(Br)cc1)CC2 | -0.5 | -1.4 | -12.0 | 2.2 | -2.5 | -1.9 | 0.8 | -6.4 | -2.5 | -2.1
CC1=C(C(=O)OCc2ccccc2)C(c2ccc([N+](=O)[O-])cc2)NC(=O)N1C (configuration not stated) | 4.5 | 2.5 | 0.5 | -1.3 | -3.8 | 0.6 | -0.1 | 0.3 | 2.4 | -0.4
S=C(NCc1ccccc1)NCc1cccc(Cl)c1 | -0.2 | -16.3 | -9.6 | -10.1 | -1.4 | -8.6 | -4.2 | -0.5 | -3.2 | -0.5
CCOc1cc(C)c(S(=O)(=O)N2CCCCC2)cc1C | 1.0 | -12.6 | 1.7 | -3.1 | -3.3 | x | -11.7 | 6.4 | -8.3 | -0.5
COc1ccccc1N1CCN(C(=O)C2CCN(C(=O)c3ccc(C(C)(C)C)cc3)CC2)CC1 | -4.3 | -0.5 | -13.6 | 0.2 | -6.7 | 0.2 | 2.5 | 2.4 | -2.7 | -0.7
CCOc1ccc(NC(=O)CN(C)C(=O)c2c(-c3ccccc3Cl)noc2C)cc1OCC | 4.4 | -8.9 | 3.8 | 0.0 | -11.8 | -0.1 | 0.9 | -3.6 | -10.5 | -0.2
COc1ccccc1N1CCN(C(=O)c2ccc3nc[nH]c3c2)CC1 | -0.5 | 1.2 | 3.2 | 1.3 | -3.1 | 3.9 | -1.0 | -2.4 | -1.8 | -1.5
COc1ccc(C2Nc3ccccc3NC3=C2C(=O)CC(C)(C)C3)cc1OC (configuration not stated) | 5.3 | 5.5 | 19.1 | 0.7 | -1.5 | 0.5 | 6.9 | 0.3 | 1.2 | -2.1
COC(=O)c1ccccc1NCCO | 0.1 | 8.8 | -6.9 | 1.5 | 0.8 | -7.1 | -1.4 | 0.4 | 5.3 | 0.4
COc1cccc(-n2nnc3c(=O)n(Cc4ccc(Br)cc4)cnc32)c1 | -2.5 | 4.7 | 2.3 | -1.4 | 1.1 | 6.0 | -6.0 | 2.0 | 3.7 | 0.5
COc1ccc(S(=O)(=O)Nc2c(C)c(C)cc3c2ncn3C)cc1 | -3.2 | -4.0 | 5.0 | -2.8 | -2.2 | 3.7 | 6.4 | -3.0 | 4.3 | -2.0
O=C(Nc1ccccc1C(=O)O)c1ccc(Cl)c(S(=O)(=O)N2CCOCC2)c1 | 2.6 | -3.3 | 6.2 | 2.9 | 27.7 | 2.2 | -10.7 | -2.5 | 0.8 | 1.2
CCC(C)(C(=O)NC1CCCC1)N(C(=O)CNC(C)=O)c1ccccc1 (configuration not stated) | -3.4 | 0.7 | -5.3 | 2.0 | 2.6 | 4.1 | 2.2 | 3.5 | -2.3 | 4.0
CC(C)N(Cc1cnn(C)c1)Cc1nc(COc2ccccc2)no1 | -3.2 | -1.7 | -0.3 | -1.8 | -6.4 | -0.1 | 2.4 | -2.1 | 5.9 | -0.5
COc1cc(NC(=O)CCc2nnc3ccc(N4CCC(C)CC4)nn23)cc(OC)c1 | -0.3 | 4.5 | 0.6 | -7.7 | -6.0 | 8.5 | 1.6 | -1.8 | -1.9 | -0.7
CCN(C(=O)COc1ccccc1)c1nnc(-c2cccnc2)s1 | -2.5 | 1.6 | -1.4 | 5.8 | -7.8 | -3.1 | -0.6 | 0.8 | 1.9 | -0.6
CC(C)C(O)(C#CCN1CCCCCC1)c1ccccc1 (configuration not stated) | 3.9 | -3.2 | 1.1 | 2.5 | -6.0 | 5.7 | -0.9 | 1.5 | 4.3 | -2.4
CSCC[C@H](NC(=O)Nc1ccc(C)cc1)C(=O)O | -2.1 | -3.5 | 2.3 | 5.0 | -1.3 | 2.0 | 5.4 | 0.3 | -0.2 | -1.5
O=C(COC(=O)c1ccc(O)cc1)Nc1nccs1 | 0.6 | 2.0 | 3.2 | 3.6 | 6.8 | 3.1 | -2.2 | 2.5 | -2.8 | 1.2
O=C(c1ccc(F)cc1)C1CCN(C(=S)Nc2ccc(F)cc2)CC1 | 2.9 | -5.7 | -15.9 | -4.8 | 3.1 | -2.1 | 4.3 | -2.4 | 5.9 | -1.9
CCOc1ccc(C(=O)Nc2nccs2)cc1[N+](=O)[O-] | 3.7 | -5.4 | -0.2 | -0.9 | 0.5 | 13.7 | -5.2 | 0.7 | 5.4 | -1.9
COc1ccccc1CNC(=O)C1CCN(S(=O)(=O)c2ccc3c(c2)OCCO3)CC1 | -0.5 | 10.0 | -12.4 | 6.3 | -1.0 | -1.2 | 1.6 | -0.9 | -5.9 | -2.4
COc1cc(C2N(c3ccc(Cl)cc3)C(=O)C3CCCN32)cc(OC)c1OC (configuration not stated) | 0.5 | -0.2 | 11.0 | 0.2 | 6.0 | -6.2 | -3.6 | -1.3 | -2.7 | 1.0
O=[N+]([O-])c1ccc2nc(-c3ccccc3)[nH]c2c1 | -6.5 | -3.6 | -2.4 | -9.0 | 0.6 | 3.6 | -9.0 | -2.6 | 2.2 | -0.9
O=C(COC(=O)c1ccc[n+]([O-])c1)Nc1cc([N+](=O)[O-])ccc1Cl | 1.7 | 9.4 | 1.0 | -2.7 | 10.7 | -7.7 | 1.1 | 0.8 | 7.4 | -0.8
CCOc1ccc(CCNC(=O)COC(=O)COc2ccc(C(C)=O)cc2)cc1OCC | 2.4 | -1.0 | 5.5 | -6.7 | -1.8 | 1.3 | 1.4 | -1.2 | -2.7 | 0.2
O=C(CNC(=O)C12CC3CC(CC(C3)C1)C2)N1CCN(S(=O)(=O)c2cccs2)CC1 | -3.8 | 3.7 | -5.7 | -2.4 | 0.9 | -3.6 | 0.3 | -2.4 | 8.8 | 1.7
CC(=O)C1(C(=O)Nc2cc(C)cc(C)c2)CC(c2ccccn2)=NO1 (configuration not stated) | -4.1 | -3.7 | -10.0 | x | 7.7 | -0.8 | 1.7 | 1.9 | x | x
NC(=O)c1oc2ccc(Cl)cc2c1NC(=O)CN1CCOCC1 | 4.4 | -10.7 | -6.6 | 1.5 | 3.1 | -3.2 | -2.4 | 1.9 | -8.1 | 0.6
COn1c(=O)c(-c2ccc(F)cc2)[n+]([O-])c2ccccc21 | 2.8 | 4.1 | -21.2 | -5.1 | -1.2 | 2.9 | 0.0 | 2.7 | -1.1 | 5.0
O=C(CS(=O)(=O)c1ccc2ccccc2c1)Nc1ccccc1Cl | -2.9 | 9.7 | 7.7 | 3.0 | 0.7 | -4.5 | -5.1 | -0.5 | 3.9 | -1.4
CNc1cccc(-c2ccccc2C(C)=O)n1 | 1.7 | 3.9 | -2.2 | x | 0.9 | 2.4 | -3.4 | -0.2 | 2.7 | -0.5
CCCCOc1ccc(/C=N/Nc2cc(N3CCOCC3)nc(C)n2)cc1 | -3.7 | 1.9 | 18.9 | 8.3 | 0.7 | 4.2 | -3.0 | 0.5 | -5.4 | -0.2
Cc1ccnc(NC(=O)c2cccc(S(=O)(=O)Nc3ccc(C)cc3C)c2)c1 | -6.2 | -11.3 | -6.8 | -28.5 | 9.4 | -2.9 | -13.4 | 1.1 | -3.9 | 1.1
CC(C)C[C@H]1COc2cc(NCCO)ccc2S(=O)(=O)N1 | 2.3 | -1.8 | -8.8 | x | 2.7 | -3.0 | -1.5 | 1.0 | 8.6 | -0.4
Cc1cccc(CN2C(=O)NC(c3ccccc3)(c3ccccc3)C2=O)c1 | -0.6 | -5.4 | -9.0 | -45.3 | 1.0 | -1.8 | -6.0 | -1.7 | -9.4 | 0.9
COc1cc(C(=O)N2CCCC(c3nc(-c4cccs4)no3)C2)cc(OC)c1OC (configuration not stated) | 1.6 | 9.5 | 9.8 | -1.4 | -6.0 | 0.8 | 1.2 | -1.9 | 0.6 | 1.4
CC1CCN(CC(=O)Nc2ccc3c(c2)OCO3)CC1 | -7.6 | -0.8 | -12.0 | 4.3 | -5.1 | -0.8 | -10.1 | 1.6 | 2.7 | -1.4
Cc1cc(NC(=O)CSc2nnc(-c3ccoc3C)o2)no1 | 0.1 | 1.1 | 9.9 | 1.8 | 1.3 | 9.9 | -4.1 | -0.4 | 8.8 | 2.5
O=C(NCc1ccco1)C1CC(c2c(Cl)cccc2Cl)=NO1 (configuration not stated) | 2.3 | -1.6 | -2.2 | 2.1 | 11.7 | -3.6 | -5.3 | 9.3 | 5.5 | 0.7
COC(=O)c1ccc(CSc2n[nH]c(=S)s2)o1 | -3.3 | 9.2 | -4.7 | 3.0 | -1.0 | 5.1 | 0.1 | 27.2* | -3.0 | -0.4
CCOCCCNC(=S)N1CCCN(c2nc3cc(C)cc(C)c3cc2C#N)CC1 | 2.0 | -0.4 | 6.6 | -2.4 | -3.6 | -3.4 | -4.4 | 5.9 | 2.8 | 0.6
Cn1nnnc1SCC(=O)c1c(N)n(C)c(=O)n(C)c1=O | -1.6 | 0.7 | 4.2 | -1.1 | 0.9 | -2.5 | -6.1 | 0.4 | -0.5 | -3.2

Reformatted: results already given
structure	LEDGF integ inh	ABHD4 inh	TDP2 inh	HTRA1 inhibitor	rCAG RNA binder	NR1D1 modulator	SIAE inh	PRMT1 inh	TCR CD3 inh	PG9 Ab binder
O=C(NCc1ccco1)C1CC(c2c(Cl)cccc2Cl)=NO1 (configuration not stated)	2.3	-1.6	-2.2	2.1	11.7	-3.6	-5.3	9.3	5.5	0.7
COC(=O)c1ccc(CSc2n[nH]c(=S)s2)o1	-3.3	9.2	-4.7	3.0	-1.0	5.1	0.1	27.2*	-3.0	-0.4

PRMT1 inh: what is marked active above.
compound	LEDGF integ inh	TDP2 inh	HTRA1 inhibitor	NR1D1 modulator	SIAE inh	PRMT1 inh	TCR CD3 inh	PG9 Ab binder
COC(=O)c1ccc(CSc2n[nH]c(=S)s2)o1	-3.3	-4.7	3.0	5.1	0.1	27.2*	-3.0	-0.4
